APEX1 inh = blocks human APE1 abasic DNA cleavage | P27695 | recombinant APE1, TAMRA/BHQ-2 abasic DNA cleavage fluorescence | Potency, µM (doses to about 65.8 µM), inactives show top-dose activity change, negative = inhibition, actives largely listed as inhibitors | 350,000 tested, 0.35% active;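 further: potency means the concentration at half of the fitted maximal effect; plate controls were vehicle for no effect and reference inhibitor for full effect; nearly all actives have a fitted effect of over 55% in size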
Target sequence (P27695 whole entry, looked up): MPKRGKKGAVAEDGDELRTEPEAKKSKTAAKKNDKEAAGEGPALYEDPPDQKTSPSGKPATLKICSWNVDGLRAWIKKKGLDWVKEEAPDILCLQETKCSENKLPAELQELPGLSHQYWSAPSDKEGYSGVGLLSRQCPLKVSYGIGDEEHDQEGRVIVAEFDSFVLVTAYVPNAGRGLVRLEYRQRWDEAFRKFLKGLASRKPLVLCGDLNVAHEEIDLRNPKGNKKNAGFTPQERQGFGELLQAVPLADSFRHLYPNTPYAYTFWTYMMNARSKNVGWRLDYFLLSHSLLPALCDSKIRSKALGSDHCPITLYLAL
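APE1 at 0.75 nM preincubated 15 min at room temperature with compound. Reaction then started with 50 nM double-stranded THF-abasic substrate labelled with TAMRA/BHQ-2, and 525/598 nm fluorescence read kinetically. Activity taken as third-minus-first read difference, normalized to DMSO and NSC13755 controls.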
Pol kappa inh = DNA polymerase kappa (human) inhibition; Q9UBT6; purified Pol kappa, fluorescent DNA synthesis assay, 10 min; Potency, µM (series often up to 107 µM), inactives show at the top dose activity, negative = inhibition, hits mostly inhibitors; 400,000 tested, 0.53% active; further: potency means the concentration at half of the fitted maximal effect; on the % scale 0 is the no-effect control and ±100 the full control effect
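Here, compound and 10 nM enzyme are combined for 15 min at room temperature; adding 50 nM substrate (final) starts DNA synthesis, tracked by fluorescence at 0 and 10 min against buffer-only wells.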
BLM inh = Bloom syndrome helicase (human) inhibition. P54132. recombinant BLM DNA unwinding, fluorescence dequenching. 350,000 tested, 0.2% active. Potency, µM (top dose mostly 56.1 µM), without a hit: top-dose activity change, negative = inhibition, most hits filed as inhibitors;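 further: potency means the concentration at half of the fitted maximal effect; plate controls were vehicle for no effect and no enzyme for full effect; nearly all actives have a fitted effect of over 35% in size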
POLI inh = inhibitors of human DNA polymerase iota; Q9UNA4; Pol iota fluorescent replication assay, 10 min; Potency, µM (series often up to 115 µM), for inactives: at the highest dose activity, negative = inhibition, hits mostly inhibitors; 390,000 tested, 1% active; further: potency means the concentration at half of the fitted maximal effect
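Fluorescent replication assay read twice, at 0 min and 10 min after adding 50 nM (final) substrate. Enzyme (10 nM) and compounds were first incubated 15 min at room temperature; enzyme-free buffer wells were negative controls.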
TRHR agonist = activates the human TRH receptor | activation, % at 2 µM | AID 493084 | 360,000 tested, 0.18% active | P34981 | TRHR cells, calcium flux fluo-8, FDSS agonist mode; in the data active means activation above about 30%; further: 0% is about no effect
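In this calcium-flux screen, cells bearing human TRHR are dye-loaded with fluo-8, baselined for 10 cycles, then exposed to library compounds; positive kinetic calcium responses during the agonist phase mark hits, with TRH as control.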
Apoferritin bind = binds horse apoferritin like a general anesthetic | apoferritin/1-aminoanthracene competitive binding, fluorescence | AID 485281 | 350,000 tested, 0.074% active | Potency, µM (series often up to 77.5 µM), for the others: at the top dose activity change, negative = displacement, hits mostly inhibitors; further: potency means the concentration at half of the fitted maximal effect; on the % scale 0 is the no-effect control and ±100 the full control effect; nearly all actives have a fitted effect of over 20% in size
Target sequence (P02791 2-175 limits assumed): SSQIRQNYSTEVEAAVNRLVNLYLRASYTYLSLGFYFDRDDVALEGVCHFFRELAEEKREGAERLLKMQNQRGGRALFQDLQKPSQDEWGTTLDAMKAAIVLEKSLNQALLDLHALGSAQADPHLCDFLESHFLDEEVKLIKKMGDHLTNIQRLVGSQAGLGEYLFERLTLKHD
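Concentration-response curves derived by four-parameter Hill fitting of normalized fluorescence, where compounds displaced 1-AMA from 10 uM horse apoferritin following a brief 10 min room-temperature incubation; propofol titration acted as positive control.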
ERG Ets-DNA blk = ERG Ets/DNA interaction inhibition; P11308; fluorescence polarization, His-ERG Ets domain / labelled DNA; Potency, µM (highest dose often 76.9 µM), without a hit: top-dose FP activity, negative = inhibition, actives largely listed as inhibitors; 370,000 tested, 0.028% active; active means well fitted inhibition curve with a large enough effect in the polarisation, with a control signal flat; inconclusive means small, poorly fitted or top-dose-only effect, or effect the other way, or a change in a side signal; inactive means no such curve, though single readings can be large or run the other way; the % refers to the polarisation;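 further: polarization taken with two DNA probes labelled with fluorescein and Texas red; potency means the concentration at half of the fitted maximal effect; % of control where 0% means no effect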
Target sequence (P11308 whole entry, looked up, the tested form may be a part): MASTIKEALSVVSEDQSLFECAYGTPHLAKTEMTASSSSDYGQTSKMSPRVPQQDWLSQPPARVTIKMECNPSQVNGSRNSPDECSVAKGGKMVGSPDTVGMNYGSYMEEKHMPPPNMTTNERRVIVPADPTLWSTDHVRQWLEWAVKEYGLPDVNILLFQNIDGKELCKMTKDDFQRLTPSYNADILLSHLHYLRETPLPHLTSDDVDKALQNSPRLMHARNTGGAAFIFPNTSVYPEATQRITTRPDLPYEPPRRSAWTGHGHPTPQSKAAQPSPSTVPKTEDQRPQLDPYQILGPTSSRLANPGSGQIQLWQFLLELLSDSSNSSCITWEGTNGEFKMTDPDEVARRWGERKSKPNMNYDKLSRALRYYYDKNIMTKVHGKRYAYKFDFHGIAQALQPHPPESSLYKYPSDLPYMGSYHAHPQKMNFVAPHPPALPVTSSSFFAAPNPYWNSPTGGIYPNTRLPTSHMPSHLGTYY
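His-tagged ERG Ets domain (1 uM in the protein solution; 300mM KCl, 50mM Tris-HCl, 1mM EDTA, 1mM DTT, pH 7.5) received compound, then a probe mix of 5 nM fluorescein-DNA and 100nM Texas-615-DNA. Fluorescence polarization was read for both dyes.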
ALOX12 inh = ALOX12 (human) lipoxygenase inhibition. 580,000 tested, 1.1% active. purified 12hLO, xylenol orange hydroperoxide absorbance. AID 1671190. Potency, µM (highest dose often 108 µM), for the others: at the highest dose activity change, negative = inhibition, actives largely listed as inhibitors; further: potency means the concentration at half of the fitted maximal effect; on the % scale 0 is the no-effect control and ±100 the full control effect
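Purified human 12hLO at 150 nM in 25 mM Hepes, 0.01% Triton X-100, pH 7.0, preincubated 15 min at room temperature with compound. Reaction started with 40 uM arachidonic acid, 30 min at room temperature. Hydroperoxide measured by Fe-xylenol orange, 573/405 nm absorbance ratio.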
POLB inh = blocks human DNA polymerase beta activity | Potency, µM (series often up to 114 µM), without a hit: top-dose activity change, negative = inhibition, hits mostly inhibitors | 340,000 tested, 1.3% active | Pol beta primer extension/strand displacement, fluorescence kinetic; further: potency means the concentration at half of the fitted maximal effect; on the % scale 0 is the no-effect control and ±100 the full control effect
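Curves were derived by four-parameter Hill fits of normalized qHTS data. The kinetic fluorescent primer-extension read was taken at 0 and 10 min after 50 nM substrate, following a 15 min room-temperature preincubation of 10 nM enzyme with compounds.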
An asterisk follows results filed as active; i = inactive; ? = inconclusive; · = not tested or not shown; [ ] = remark or other dose. Unless noted, the call rests on the fitted dose curve; in most records, active means well fitted curve in the direction sought with a large enough effect; inconclusive means small, poorly fitted or top-dose-only effect, or another doubt; inactive means no such curve, though single readings can be large; an effect the other way counts as inactive or inconclusive. Some of the compounds tested; count on the stated rates, not on these rows.

SMILES | APEX1 inh | Pol kappa inh | BLM inh | POLI inh | TRHR agonist | Apoferritin bind | ERG Ets-DNA blk | ALOX12 inh | POLB inh
COc1ccc(C2=NNC(=Nc3cc(S(=O)(=O)N(C)C)ccc3C)SC2)c(OC)c1 | -5% | -13% | 0% | 57%[activator] | -0.2 | 0% | -5% | 32%[activator] | 5%
CN(c1ccc(C(=O)N2CCCCCC2)cc1)S(=O)(=O)c1ccccc1 | -15% | -16% | · | 34%[activator] | 0.1 | · | 2% | 7% | ·
Cc1ccc(Cn2c(C)c(CNCc3ccc(OC(C)C)cc3)c(C(=O)O)c2C)cc1 | · | -8% | -9% | -4% | -1.8 | 48% | 7% | ? | 3%
Cc1ccc(C)c(S(=O)(=O)N2CCCCC2CCNC(=O)C(=O)NCc2ccncc2)c1 (configuration not stated) | 0% | 1% | · | 21% | 1.0 | · | · | 13% | ·
CC1(C(=O)O)COC(c2ccc(Cl)cc2)OC1 (configuration not stated) | 5% | -2% | 1% | 19% | 0.5 | 1% | 0% | 7% | -10%
COc1cccc(NC(=O)CSc2nc(=O)n(Cc3ccccn3)c3c2CCC3)c1 | · | -9%[60.1 µM] | 3% | 12% | -0.5 | -2% | -7% | -18% | 26%
O=C(NCCS(=O)(=O)NC1CCCCC1)c1ccc2c(c1)OCO2 | -7% | 0% | · | 38%[activator] | 0.2 | · | 4% | 0% | ·
N#Cc1nc(-c2ccco2)oc1N1CCN(Cc2ccccc2)CC1 | ? | -11% | -3% | 11% | -0.7 | -15% | 5% | ? | 19%
CCc1ccccc1NC(=O)C(=O)c1cc(C)n(-c2ccccc2F)c1C | · | -5% | -1% | ? | 0.4 | -6% | 0% | -26% | -1%
NC(=O)Cc1nc(-c2ccc(F)cc2)cs1 | 2% | 4% | -7% | -4% | -0.9 | 1% | 10% | -6% | 71%
CCN(C(=O)c1cc2c(Cl)nc3ccc(C)cc3c2s1)c1cc(OC)ccc1OC | · | -5% | -7% | 12% | 0.8 | ? | -5% | ? | 6%
CCOC(=O)C1(CCCc2ccccc2)CCN(C(=O)CCn2cncn2)CC1 | -5% | -7% | -4% | 97%[activator] | 0.3 | -8% | -1% | 6% | 14%
COc1ccc(CCC(=O)N(c2nnc(-c3cccnc3)s2)C(C)C)cc1 | 0% | -2% | -13% | 57%[activator] | -1.9 | -20% | -7% | ? | -10%
Cc1ccc(Cl)cc1NC(=O)CC1Sc2ccccc2NC1=O (configuration not stated) | · | -3% | -2% | 6% | -0.4 | -7% | 3% | ? | 0%
OC(CNCc1ccccc1)COc1ccccc1 (configuration not stated) | 27% | 14% | · | -10% | -0.2 | · | -2% | 0% | ·
COCc1ccc([C@@H]2C[C@H]3CN(Cc4cccnc4)C(=O)[C@]34CCCN24)o1 | 6% | -7% | 2% | 22% | 0.9 | -6% | -10% | 15% | 17%
COc1ccc(C(=O)N[C@H](C(=O)Nc2ccc(S(=O)(=O)N3CCOCC3)cc2)C(C)C)cc1 | 0% | -4% | -4% | -11% | -0.2 | -11% | -3% | -11% | 1%
CCc1ccccc1Oc1coc2cc(O)ccc2c1=O | 18% | -15% | -6% | 3% | -0.2 | 1% | 0% | 15% | 18%
Cc1ccc(NC(=S)Nc2c(C)n(C)n(-c3ccccc3)c2=O)cc1 | 1% | -2% | 0% | -7% | 0.3 | 25% | 1% | -32% | -23%
Cc1ccccc1C(=O)N1CCC(C(=O)Oc2ccc(C#N)cc2)CC1 | 7% | -3% | -3% | -19% | 0.2 | -5% | 12% | 1% | ?
CCN(CC)c1ccc(NS(=O)(=O)c2ccc(-c3coc(C)n3)cc2)c(C)c1 | · | -5%[60.1 µM] | -16% | -13% | -0.9 | -12% | -2% | ? | ?
CN(c1ccc(F)cc1)S(=O)(=O)c1ccc2[nH]cc(C(=O)O)c(=O)c2c1 | -8% | -22% | -3% | ? | 0.2 | -8% | 3% | 122%[activator] | 1%
Cc1[nH]c(=O)[nH]c(=O)c1CSc1nnc([C@H](CC(C)C)NC(=O)OC(C)(C)C)o1 | -1% | -12% | -4% | 7% | -0.5 | -23% | -3% | 4% | 4%
N#Cc1nc(COc2ccccc2F)oc1NCCCn1ccnc1 | -1% | 0% | 2% | 15% | 0.0 | -14% | -1% | 6% | 20%
CCc1ccc(C(=O)CSc2nnc(C3CC3)n2C2CC2)cc1 | 21% | -24% | · | 19% | -0.4 | · | -12% | 4% | ·
CCC(=O)N1CCc2cc(S(=O)(=O)N3CCc4ccccc4C3)ccc21 | 1% | -5% | -2% | 5% | -0.4 | -6% | 6% | -3% | -9%
Cc1ccc2nc(NC(=O)CSc3nccn3-c3ccc(Cl)cc3)sc2c1 | · | -3%[60.1 µM] | -7% | ? | -0.1 | -3% | 1% | 6% | 25µM*
Cc1cccc(C(=O)n2c(=S)nc3cc(C)ccn32)c1 | 1% | -4% | -7% | 38%[activator] | 0.0 | 4% | 12% | 66%[activator] | 4%
CCCC(=O)n1nc(-c2ccc(C)cc2)nc1NCc1ccco1 | -2% | -5% | -5% | 159%[activator] | -0.1 | -8% | -19% | -8% | 37%
COC(=O)c1cnc(SCc2ccc(C)cc2)n1C | ? | -7% | -2% | 69%[activator] | -1.8 | -15% | -3% | -7% | 18%
CCc1nc(SCC(=O)c2cc(C)ccc2C)n[nH]1 | 12% | -8% | 0% | ? | -0.3 | -3% | -11% | 0% | -11%
C=CCNCCOc1ccc(C)cc1[N+](=O)[O-] | -3% | -11%[60.1 µM] | 2% | 6% | -1.1 | -3% | -6% | -30% | 42%
CCn1cc([N+](=O)[O-])c(C(=O)N2N=C(c3ccc(Cl)c(Cl)c3)CC2c2ccccc2O)n1 (configuration not stated) | -8% | 3% | -14% | 5% | 0.2 | ? | 0% | ? | -6%
O=C(O)C(Oc1ccc2cc(-c3ccc(Cl)cc3)c(=O)oc2c1)c1ccccc1 (configuration not stated) | 11% | -23% | -1% | -5% | 0.3 | 0% | 7% | ? | ?
CC1CCCC(C)N1CCCNC(=O)c1ccc2c(c1)NC(=O)c1ccccc1S2 (configuration not stated) | 63%[activator] | 3% | 6% | -15% | 0.2 | -14% | 9% | 31% | 5%
CC1=C(C(=O)Nc2cccc(F)c2)C2(CCCCC2)OC1=O | · | -11%[60.1 µM] | -9% | ? | 1.3 | -7% | 10% | -30% | -3%
CC1Cc2ccccc2N1C(=O)c1ccnc(C(C)(C)C)c1 (configuration not stated) | 6% | 7% | 1% | 10% | -2.2 | -20% | -9% | -4% | 15%
COc1ccc(NC(=O)/C(=C\c2ccco2)NC(=O)c2ccco2)cc1 | -1% | -9% | 0% | 61%[activator] | 0.3 | 0% | 14% | ? | 50%
CCCN(CCC)CCCNC(=O)C1c2cc(OC)c(OC)cc2C(=O)N(C)C1c1cccnc1 (configuration not stated) | 1% | 8% | -1% | 23% | 0.9 | 0% | 10% | 1% | 2%
COc1ccc(-c2nc3ccncc3[nH]2)cc1OC | -7% | -4% | 3% | ? | -0.1 | -6% | 6% | 0% | -1%
COc1c(C)cccc1C(=O)Nc1ccc(N2CCN(C(=O)c3ccccc3C)CC2)cc1 | -14% | -19% | -7% | 7% | -0.7 | 11% | -7% | i | 1%
COc1cc(OC)cc(-c2c(-c3cccs3)c3cc(-c4ccc5c(c4)OCO5)ccc3n2C)c1 | 18% | -3% | · | 16% | -0.3 | · | 1% | ? | ·
CCOc1ccc(/C=N/NC(=O)CN2CCCCC2)cc1OCC | 18% | -10% | -2% | 16% | -0.4 | 0% | -2% | 0% | 2%
O=C(Nc1cccc(Cl)c1)c1csc(-c2ccccc2)n1 | -1% | -7% | 2% | 6% | 0.4 | -3% | 10% | · | -4%
CCC(C)NC(=O)C1CN(S(=O)(=O)c2ccccc2)CCN1S(=O)(=O)c1ccccc1 (configuration not stated) | 2% | 1% | -4% | 21% | -1.5 | -22% | 3% | -9% | 5%

Molecules from the list above that have an aryl thioether with sulfur outside any ring (six):
SMILES | APEX1 inh | Pol kappa inh | BLM inh | POLI inh | TRHR agonist | Apoferritin bind | ERG Ets-DNA blk | ALOX12 inh | POLB inh
COc1cccc(NC(=O)CSc2nc(=O)n(Cc3ccccn3)c3c2CCC3)c1 | · | -9%[60.1 µM] | 3% | 12% | -0.5 | -2% | -7% | -18% | 26%
Cc1[nH]c(=O)[nH]c(=O)c1CSc1nnc([C@H](CC(C)C)NC(=O)OC(C)(C)C)o1 | -1% | -12% | -4% | 7% | -0.5 | -23% | -3% | 4% | 4%
CCc1ccc(C(=O)CSc2nnc(C3CC3)n2C2CC2)cc1 | 21% | -24% | · | 19% | -0.4 | · | -12% | 4% | ·
Cc1ccc2nc(NC(=O)CSc3nccn3-c3ccc(Cl)cc3)sc2c1 | · | -3%[60.1 µM] | -7% | ? | -0.1 | -3% | 1% | 6% | 25µM*
COC(=O)c1cnc(SCc2ccc(C)cc2)n1C | ? | -7% | -2% | 69%[activator] | -1.8 | -15% | -3% | -7% | 18%
CCc1nc(SCC(=O)c2cc(C)ccc2C)n[nH]1 | 12% | -8% | 0% | ? | -0.3 | -3% | -11% | 0% | -11%

Assay outcomes (PubChem BioAssay)
